CHRM5 agonist: human M5 muscarinic receptor agonists, primary screen, CHO-K1 cells, Fluo-8 calcium fluorescence; activation, % at 3 µM; actives 0.19% (n = 360,000); CHO-K1 hM5 cells; 0% DMSO wells, 100% maximal acetylcholine response; Muscarinic acetylcholine receptor M5 (Homo sapiens), P08912; AID 624037, 2012;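 active = activation above the run's mean over test compounds plus 3 SD, cut at about 23% in these data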;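 also: signal is peak over basal fluorescence ratio across the kinetic read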
TAAR1 ag: human TAAR1 agonists, primary screen, Fluo-8 calcium fluorescence, CHO RD-HGA16 cells; Trace amine-associated receptor 1 (Homo sapiens), Q96RJ0; vehicle wells 0%, saturating PEA agonist 100%; activation, % at 3 µM; actives 0.99% (n = 360,000); AID 624467, 2012;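 active = activation above the mean activation of all test compounds in the run plus 3 SD, cut at about 38% in these data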
Target sequence (Q96RJ0 whole entry, looked up): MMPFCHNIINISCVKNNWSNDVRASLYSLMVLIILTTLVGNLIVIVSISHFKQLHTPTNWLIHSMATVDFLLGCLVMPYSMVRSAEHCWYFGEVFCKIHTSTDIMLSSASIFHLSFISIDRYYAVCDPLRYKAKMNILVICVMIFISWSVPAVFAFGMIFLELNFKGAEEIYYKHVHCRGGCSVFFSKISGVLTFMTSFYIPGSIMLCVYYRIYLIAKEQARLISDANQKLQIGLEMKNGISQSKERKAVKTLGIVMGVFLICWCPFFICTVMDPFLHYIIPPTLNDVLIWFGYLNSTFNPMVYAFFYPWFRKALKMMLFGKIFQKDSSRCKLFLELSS
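Benchmarks: low control DMSO, high control PEA (EC100); System: CHO RD-HGA16 cells carrying human TAAR1 plus Gα16; Detection: Fluo-8 fluorescence, 5 s baseline then 140 s kinetic read; Schedule: 17-24 h plating, Fluo-8 75 min 37 °C, 30 min RT; Read-out basis: % activation from peak over basal fluorescence ratio, DMSO-to-PEA scaled.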
M1 PAM parental: nonselective calcium activators in parental CHO-K1 cells, primary screen, counter-screen for M1 PAM project, cell-based, Fluo-8 calcium fluorescence, full deck, 1536-well | activation, % at 3 µM | ATP EC20; 0% at ATP EC20, 100% at ATP max | actives 0.02% (n = 360,000);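 active = activation above the run cutoff, the mean activation of all test compounds plus 3 SD, cut at about 40% in these data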;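 also: peak over basal fluorescence ratio in a 140 s read after ATP addition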
TAAR1 antag: human TAAR1 antagonists, primary screen, Fluo-8 calcium fluorescence, CHO RD-HGA16 cells. inhibition, % at 3 µM. antagonist. actives 1.5% (n = 360,000). Trace amine-associated receptor 1 (Homo sapiens), Q96RJ0;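 active = inhibition above a per-plate cutoff, the mean inhibition of test compounds on that plate plus 3 SD, cut at about 49% in these data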;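 also: 0% = DMSO plus EC80 beta-PEA response and 100% = DMSO alone without agonist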
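Test system – hTAAR1-expressing CHO RD-HGA16 cells, Gα16-coupled · Also added – β-PEA at EC80 concentration, post-compound challenge · Compound – 3 µM, single point · Incubation – dye loading 75 min at 37 °C, then 30 min room temperature · Measured by – Fluo-8 intracellular calcium dye fluorescence, real-time kinetic reads · Benchmarks – vehicle and agonist controls · Replicates – singlicate, one well per test compound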
CRFR2-BP antag: antagonists of CRF-BP/CRF-R2 complex, primary screen, cell-based, HEK293, calcium dye fluorescence, uHTS. AID 588475, 2011. CRF-induced calcium fluorescence. inhibition, % at 11.8 µM. actives 0.59% (n = 350,000);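 active = inhibition of the ligand-induced calcium signal above about 50% at the single tested concentration, limit read from the data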
M5 antag: human M5 muscarinic receptor antagonists, primary screen, CHO cells, Fluo-8 calcium fluorescence; Muscarinic acetylcholine receptor M5 (Homo sapiens), P08912; CHO-hM5 cells, ACh EC80; inhibition, % at 3 µM; actives 0.59% (n = 360,000);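 active = inhibition above a per-plate cutoff, the mean of that plate's test compounds plus 3 SD, cut at about 27% in these data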;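 also: 0% = acetylcholine EC80 with DMSO and 100% = DMSO without agonist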
M4 PAM: human M4 muscarinic receptor positive allosteric modulators, primary screen, CHO-K1 cells, Fluo-8 calcium fluorescence; activation, % at 3 µM; Muscarinic acetylcholine receptor M4 (Homo sapiens), P08173; actives 0.4% (n = 360,000); CHO-K1 hM4/Gqi5, ACh EC20; 0% = ACh EC20, 100% = maximal ACh;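 active = activation above its plate's cutoff, the mean activation of sample wells plus 3 SD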; also: some results filed as inactive read as strong as hits
Target sequence (P08173 whole entry, looked up): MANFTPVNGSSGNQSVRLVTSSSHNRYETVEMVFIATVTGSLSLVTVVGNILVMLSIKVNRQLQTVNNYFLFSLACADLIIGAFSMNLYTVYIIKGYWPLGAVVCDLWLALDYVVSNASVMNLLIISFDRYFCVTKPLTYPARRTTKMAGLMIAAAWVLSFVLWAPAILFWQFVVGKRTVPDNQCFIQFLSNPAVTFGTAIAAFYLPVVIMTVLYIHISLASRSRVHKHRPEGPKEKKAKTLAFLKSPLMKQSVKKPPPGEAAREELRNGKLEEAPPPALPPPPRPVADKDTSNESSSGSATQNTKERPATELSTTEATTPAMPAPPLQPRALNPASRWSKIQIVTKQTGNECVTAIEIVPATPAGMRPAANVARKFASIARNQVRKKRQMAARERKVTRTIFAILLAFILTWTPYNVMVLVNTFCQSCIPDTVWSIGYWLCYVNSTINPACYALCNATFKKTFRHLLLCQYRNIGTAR
CHRM5 PAM: human M5 muscarinic receptor positive allosteric modulators, primary screen, CHO-K1 cells, Fluo-8 calcium fluorescence; actives 0.3% (n = 360,000); CHO-K1 hM5, ACh EC20 PAM; 0% = ACh EC20, 100% = ACh EC100; activation, % at 3 µM;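 active = activation above the run cutoff, the mean activation of all test compounds plus 3 SD, cut at about 18% in these data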
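system = human M5 receptor in CHO-K1 cells | compound = one concentration, 3 µM final (nominal) | schedule = Post-acetylcholine fluorescence recording 140 s | signal = Fluo-8 calcium dye fluorescence, kinetic read | benchmarks = low control EC20 acetylcholine (0%), high control EC100 acetylcholine (100%) | repeats = singlicate, one well per test compound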
CRFBP-R2 agonist: agonists of CRF-BP/CRF-R2 complex, primary screen, cell-based, HEK293, calcium dye fluorescence, uHTS; CRF-binding protein / CRF receptor 2 complex (human); calcium dye fluorescence (FLIPR); percent of saturating CRF peptide response; activation, % at 13.2 µM; actives 0.46% (n = 350,000);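 active = activation of at least 50%, plus an integration ratio under a set limit after plate pattern correction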;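 also: plate controls were neutral control wells without compound for no effect and CRF at EC100 for full effect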
Active calls of the source: *; nt = no result given; & = joins results of further samples.

Sample of the layout, 3 compounds:
Below each compound – CHRM5 agonist | TAAR1 ag | M1 PAM parental | TAAR1 antag | CRFR2-BP antag | M5 antag | M4 PAM | CHRM5 PAM | CRFBP-R2 agonist
CC(=O)Nc1cccc(NC(=O)CCn2cnc3cc(C)c(C)cc32)c1
 : -2 | 1 | 17 | 12 | -23 | -8 | 0 | 3 | -0.4
CSc1ccc(CCCCCCOC(=O)C(C)(C)C)cc1
 : 3 | 8 | 19 | -6 | 4 | 3 | 12 | 7 | -0.6
CCC(C(=O)NCc1ccco1)N(C(=O)CNS(=O)(=O)c1ccccc1)c1ccc(F)cc1 (stereo not drawn)
 : -2 | -2 | 8 | -16 | -3 | 12 | -6 | 0 | -1.1

Main list, repeating the preview:
Below each compound – CHRM5 agonist | TAAR1 ag | M1 PAM parental | TAAR1 antag | CRFR2-BP antag | M5 antag | M4 PAM | CHRM5 PAM | CRFBP-R2 agonist
CC(=O)Nc1cccc(NC(=O)CCn2cnc3cc(C)c(C)cc32)c1
 : -2 | 1 | 17 | 12 | -23 | -8 | 0 | 3 | -0.4
CSc1ccc(CCCCCCOC(=O)C(C)(C)C)cc1
 : 3 | 8 | 19 | -6 | 4 | 3 | 12 | 7 | -0.6
CCC(C(=O)NCc1ccco1)N(C(=O)CNS(=O)(=O)c1ccccc1)c1ccc(F)cc1 (stereo not drawn)
 : -2 | -2 | 8 | -16 | -3 | 12 | -6 | 0 | -1.1
O=C1c2[nH]nc(-c3ccccc3O)c2C(c2cccc(Cl)c2)N1CC1CCCO1 (stereo not drawn)
 : -1 | 6 | 11 | -4 | -21 | 3 | -1 | -8 | -0.1
CCN(CC)CCCOc1nc(C)nc2c1oc1ccccc12
 : -3 | 12 | 12 | 2 | 23 | 2 | -2 | 0 | -1.3
CC(C)(C)OC(=O)NCCc1nnc(SCc2c(Cl)cccc2Cl)o1
 : -2 | 9 | 19 | 7 | -11 | -4 | -6 | 1 | -1.4
CCCCNS(=O)(=O)c1ccc2nc(SCC(=O)c3ccc(C#N)cc3)[nH]c2c1
 : 1 | 11 | 15 | -9 | -10 | 8 | -9 | -4 | 0.8
Cn1nc(C(F)(F)F)cc1-c1ccc(S(N)(=O)=O)s1
 : 0 | 2 | 18 | 7 | -8 | 2 | 6 | 3 | -0.2
COc1ccc(N(C)S(=O)(=O)c2cccc(C(=O)N3CCN(c4cccc(C)c4C)CC3)c2)cc1
 : 1 | 0 | -2 | -19 | 1 | 0 | 4 | 6 | 0.0
CCNC(=S)Nc1ccc(N(c2ccccc2)C(C)C)cc1
 : -5 | nt | -2 | nt | -12 | 3 | -7 | -3 | 0.6

In a second layout: results already given
> CCCCNS(=O)(=O)c1ccc2nc(SCC(=O)c3ccc(C#N)cc3)[nH]c2c1
  CHRM5 agonist: 1 | TAAR1 ag: 11 | M1 PAM parental: 15 | TAAR1 antag: -9 | CRFR2-BP antag: -10 | M5 antag: 8 | M4 PAM: -9 | CHRM5 PAM: -4 | CRFBP-R2 agonist: 0.8

> COc1ccc(N(C)S(=O)(=O)c2cccc(C(=O)N3CCN(c4cccc(C)c4C)CC3)c2)cc1
  CHRM5 agonist: 1 | TAAR1 ag: 0 | M1 PAM parental: -2 | TAAR1 antag: -19 | CRFR2-BP antag: 1 | M5 antag: 0 | M4 PAM: 4 | CHRM5 PAM: 6 | CRFBP-R2 agonist: 0.0

(next part)
Below each compound – CHRM5 agonist | TAAR1 ag | M1 PAM parental | TAAR1 antag | CRFR2-BP antag | M5 antag | M4 PAM | CHRM5 PAM | CRFBP-R2 agonist
COc1ccc(-c2nn(-c3ccccc3)cc2/C=N/n2cnnc2)cc1OC
 : -3 | 6 | -5 | 19 | 3 | 1 | -1 | -2 | -0.9
CCn1ccnc1[C@@H]1C[C@H]2CN(c3ccccc3OC)C(=O)[C@]23CCCN13
 : 1 | 2 | -1 | -9 | -48 | 16 | -7 | -8 | 1.2
CCOC(=O)c1c(-c2cccc(C)c2)csc1NC(=O)C1CC=CCC1C(=O)O (stereo not drawn)
 : -3 | 0 | -5 | 3 | 32 | 9 | 24 | 7 | 0.5
Brc1ccc(-c2nnc(-c3ccccc3Br)o2)cc1
 : -1 | 4 | 0 | -9 | -31 | 2 | -2 | -8 | 5.5
O=S(=O)(c1ccc(-n2cnnn2)cc1)N1CCC(N2CCCCC2)CC1
 : 2 | 4 | 25 | 14 | -6 | -2 | 7 | 10 | 3.3
COc1ccc(/C=C/C(=O)N(C)c2ccccc2C(=O)O)cc1
 : 4 | 0 | -4 | 9 | 13 | 4 | 4 | 2 | -5.1
O=C(c1ccccc1NS(=O)(=O)c1ccc(F)cc1)N1CCCCC1
 : -3 | 0 | 7 | -1 | -22 | 1 | 6 | -2 | 1.7
COc1cccc(-n2cnc3sc(C)cc3c2=O)c1
 : 1 | 0 | 8 | -2 | 9 | 13 | 7 | -1 | 1.7
COC(=O)c1ccc(COC(=O)CNS(=O)(=O)c2ccccc2)cc1
 : -1 | 4 | 10 | 3 | 25 | 0 | 1 | -1 | -0.9
O=C(NNC(=O)c1sccc1-n1cccc1)c1ccc(F)cc1
 : 1 | 0 | 23 | 13 | -3 | 8 | 6 | 1 | 1.4

(further entries)
Below each compound – CHRM5 agonist | TAAR1 ag | M1 PAM parental | TAAR1 antag | CRFR2-BP antag | M5 antag | M4 PAM | CHRM5 PAM | CRFBP-R2 agonist
CCn1c(SCC(=O)NCc2cccs2)nnc1-c1cccs1
 : 0 | 4 | 12 | 11 | 5 | -6 | 4 | 2 | -1.2
CC1(C(=O)NNC(=S)NCc2ccco2)CC1(Cl)Cl (stereo not drawn)
 : -3 | 2 | 1 | -1 | 8 | 8 | -2 | 0 | -1.7
COCCn1c(SCc2ccccc2)nc2c1c(=O)[nH]c(=O)n2C
 : -4 | -1 | -1 | -2 | -5 | 7 | -1 | -4 | -1.1
Cn1cc(/C=C2/SC(=O)N(CC(=O)Nc3ccc4c(c3)OCO4)C2=O)c2ccccc21
 : 2 | 8 | 8 | -5 | -11 | -2 | 4 | -1 | 9.9
Cc1ccc2nc(CC(O)(c3ccccc3)c3ccccc3)ccc2c1
 : -2 | 0 | 17 | -4 | 25 | -2 | -2 | 0 | 0.2
Cc1ccc(C(C)(C)C)c(OCCCCN2CCCC2)c1
 : -7 | 11 | 21 | 6 | -11 | 5 | -5 | -4 | 1.9
CCCC1Cc2nc(N3CCCCC3)c(C#N)cc2CO1 (stereo not drawn)
 : 1 | nt | 18 | nt | -24 | -2 | 7 | 4 | 1.8
N#CC(c1ccc(Cl)cc1)c1cccc(Cl)n1 (stereo not drawn)
 : -7 | 4 | -1 | 13 | 23 | -1 | -4 | -6 | -1.1
CN(C)CCNC(=O)C(=O)NCC1OCCCN1S(=O)(=O)c1cccs1 (stereo not drawn)
 : 1 | 2 | 12 | 2 | 20 | 8 | 10 | -1 | 1.6
COc1ccc(NC(=O)CSc2nnc(-c3ccccn3)n2N)cc1Cl
 : 1 | 44* | 14 | 22 | -27 | -5 | 0 | -4 | 2.1

Carrying on.
| Molecule | CHRM5 agonist | TAAR1 ag | M1 PAM parental | TAAR1 antag | CRFR2-BP antag | M5 antag | M4 PAM | CHRM5 PAM | CRFBP-R2 agonist |
| --- | --- | --- | --- | --- | --- | --- | --- | --- | --- |
| O=C(O)CC(=O)NC12CC3CC(CC(C3)C1)C2 | 3&0 | 0&2 | -4&-11 | 1&-19 | -4&-2 | 2&-5 | 15&-2 | -3&-4 | -2.1&0.6 |
| CCCCN1C(N)=NC[C@@H]1CCCCN | 0 | 1 | -6 | 9 | 1 | 14 | -6 | -8 | -1.2 |
| O=[N+]([O-])CC(c1ccc(F)cc1)c1c[nH]c2ccccc12 (stereo not drawn) | -4 | 2 | -19 | -11 | -7 | 13 | -8 | -6 | 0.0 |
| Cc1ccsc1C(=O)OCc1nc2ccsc2c(=O)[nH]1 | 4 | 1 | -19 | 0 | 3 | -1 | 11 | 0 | -3.3 |
| CCOCCCNCc1ccc(OCC(=O)N2CCOCC2)c(OC)c1 | -1 | 5 | 25 | 1 | 2 | 19 | 3 | -7 | 0.4 |
| Cc1onc(-c2ccccc2Cl)c1C(=O)N1CCN(C/C=C/c2ccccc2)CC1 | -1 | 11 | -6 | 15 | -8 | 4 | -3 | -14 | -0.4 |
| Cc1ccccc1NC(=O)C1c2cccc[n+]2CC(=O)N1c1c(C)cccc1C (stereo not drawn) | -2 | 0 | -4 | 17 | 11 | -1 | -5 | -2 | 6.2 |
| COC(=O)c1ccc(Cn2nc(-c3ccc(C)cc3)ccc2=O)cc1 | 0 | 5 | -5 | 0 | -13 | 7 | -4 | -1 | -5.7 |
| Cn1c(SCc2ccccc2)nnc1-c1ccc2nonc2c1 | -7 | 1 | 17 | -7 | -4 | 10 | 18 | 1 | -1.7 |
| O=C1CN(C(=O)CN2CCOCC2)C(c2ccccc2)c2cc(Br)ccc2N1 (stereo not drawn) | -1 | 2 | 26 | 1 | 0 | 0 | 0 | -1 | -1.4 |

(continued)
| Molecule | CHRM5 agonist | TAAR1 ag | M1 PAM parental | TAAR1 antag | CRFR2-BP antag | M5 antag | M4 PAM | CHRM5 PAM | CRFBP-R2 agonist |
| --- | --- | --- | --- | --- | --- | --- | --- | --- | --- |
| OCCn1c(-c2ccc3c(c2)OCO3)csc1=Nc1ccccc1 | -4 | 16 | -13 | 35 | 47 | -3 | -3 | -11 | -1.1 |
| NC(=O)c1ccc(NC(=O)CN2CCN(c3ccc(Cl)cc3)CC2)cc1 | 0 | 1 | -2 | -3 | 1 | -4 | -4 | 4 | 0.1 |
| CCc1ccc(C(O)(CNCc2ccccc2)c2ccccc2)cc1 (stereo not drawn) | 2 | 26 | -3 | 3 | -14 | 7 | -5 | 1 | 4.0 |
| CCn1c(C)nc([N+](=O)[O-])c1C(=O)O | -4 | 0 | 21 | 5 | -6 | 3 | 4 | 3 | 0.0 |
| O=C(CSc1nc2ccccc2c(=O)n1-c1ccccc1F)NC1CCS(=O)(=O)C1 (stereo not drawn) | 1 | 3 | -14 | -8 | 6 | 6 | 2 | 2 | -0.8 |
| COc1ccc(N2CC(C(=O)Nc3ccc(S(=O)(=O)N4CCCCC4)cc3)CC2=O)cc1 (stereo not drawn) | -3 | 4 | 6 | -3 | -9 | -5 | 3 | 3 | -0.3 |
| Clc1ccccc1OCCN1CCC(Cc2ccccc2)CC1 | -14 | 15 | 24 | 1 | -3 | 9 | -29 | -11 | 3.1 |
